proCasp3 act: procaspase-3 (human) activation. recombinant procaspase-3 D3A, Ac-DEVD-pNA absorbance 405 nm. actives 0.11% (n = 330,000). activation, % at 8.5 µM. P42574;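 active = activation above the mean of all tested compounds plus 3 SD, cut at about 21% in these data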;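 also: 0% = DMSO alone and 100% = DMSO wells spiked with extra 5 µM PC-3 D3A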
Target sequence (P42574 whole entry D9A/D28A/D175A): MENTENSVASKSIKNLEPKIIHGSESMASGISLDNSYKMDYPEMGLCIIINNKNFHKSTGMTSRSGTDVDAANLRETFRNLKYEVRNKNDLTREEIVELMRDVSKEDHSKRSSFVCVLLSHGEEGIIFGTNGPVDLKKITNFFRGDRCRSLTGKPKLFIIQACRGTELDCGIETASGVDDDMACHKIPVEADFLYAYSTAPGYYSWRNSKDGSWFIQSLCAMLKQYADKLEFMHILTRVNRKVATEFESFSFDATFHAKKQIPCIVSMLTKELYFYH
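Test system: Procaspase-3 D3A mutant, all three cleavage aspartates alanine | Dosing: Single dose, 8.5 µM nominal compound, 0.8% DMSO | Schedule: 1 h preincubation, 2 h reaction | Technique: 405 nm absorbance of p-nitroaniline, reads at 0 and 120 min | Repeats: One well per compound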
RPL19A TOR yeast: yeast TOR pathway RPL19A-GFP modulation | AID 2025 | percent response vs DMSO, % at 10 µM | S. cerevisiae RPL19A-GFP strain, flow cytometry, 3 h; stronger effect = lower value | actives 0.3% (n = 330,000);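 active = percent response vs DMSO below 50%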;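 also: median channel GFP fluorescence of the barcoded RPL19A-GFP strain; ratio of sample median GFP to plate DMSO average so 100% = DMSO; lower means less RPL19A-GFP as with rapamycin TOR inhibition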
LAP4 TOR yeast: modulators of TOR pathway LAP4-GFP in S. cerevisiae; S. cerevisiae LAP4-GFP multiplex, flow cytometry GFP, 3 h; median GFP as percent of DMSO wells; GFP response vs DMSO, % at 10 µM; actives 0.34% (n = 320,000); AID 2023;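 active = GFP response vs DMSO above a set limit, about the screen mean plus 3 SD, cut at about 150% in these data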
AHR act: activators of human aryl hydrocarbon receptor; P35869; AHR-responsive luciferase reporter cells, luminescence; activation, % at 5 µM; actives 2.5% (n = 320,000); in the data active = activation above about 47%;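 also: 0% = vehicle wells and 100% = reference agonist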
Target sequence (P35869 whole entry, looked up): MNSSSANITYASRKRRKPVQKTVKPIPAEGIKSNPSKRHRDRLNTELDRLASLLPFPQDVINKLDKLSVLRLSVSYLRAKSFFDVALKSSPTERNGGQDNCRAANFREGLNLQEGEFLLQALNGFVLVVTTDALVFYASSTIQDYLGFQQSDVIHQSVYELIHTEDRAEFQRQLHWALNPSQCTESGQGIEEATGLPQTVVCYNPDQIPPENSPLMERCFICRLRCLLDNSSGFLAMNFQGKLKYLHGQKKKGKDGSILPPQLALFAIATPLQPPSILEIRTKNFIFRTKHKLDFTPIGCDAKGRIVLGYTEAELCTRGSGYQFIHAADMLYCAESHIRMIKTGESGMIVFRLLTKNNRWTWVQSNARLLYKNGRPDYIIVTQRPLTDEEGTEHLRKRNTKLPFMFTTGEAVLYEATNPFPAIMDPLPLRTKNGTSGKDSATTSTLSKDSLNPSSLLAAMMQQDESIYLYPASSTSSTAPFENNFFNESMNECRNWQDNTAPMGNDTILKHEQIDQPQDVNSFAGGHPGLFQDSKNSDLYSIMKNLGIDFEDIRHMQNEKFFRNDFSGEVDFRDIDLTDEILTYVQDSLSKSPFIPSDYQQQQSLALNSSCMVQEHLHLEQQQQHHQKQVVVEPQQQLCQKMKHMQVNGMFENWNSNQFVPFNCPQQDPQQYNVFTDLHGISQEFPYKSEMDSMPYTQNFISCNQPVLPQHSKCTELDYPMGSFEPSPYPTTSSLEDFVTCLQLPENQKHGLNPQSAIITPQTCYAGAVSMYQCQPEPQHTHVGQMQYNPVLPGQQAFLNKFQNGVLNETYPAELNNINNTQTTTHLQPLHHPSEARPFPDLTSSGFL
EBNA-1 inh: blocks EBNA-1 binding to DNA; EBNA-1 DNA binding, fluorescence polarization; inhibition, % at 14.8 µM; actives 0.34% (n = 300,000); AID 1950; in the data active = inhibition above about 28%
MEP2 TOR yeast: modulators of TOR pathway MEP2-GFP in S. cerevisiae. S. cerevisiae MEP2-GFP strain, flow cytometry GFP, 3 h; 100% = DMSO control level. GFP response vs DMSO, % at 10 µM. actives 0.51% (n = 330,000). AID 2016;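 active = GFP response versus DMSO above a set limit, roughly screen mean plus 3 SD, cut at about 180% in these data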;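 also: median GFP fluorescence of the barcode-gated MEP2-GFP cells per well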
proCasp7 act: counter-screen: procaspase-7 (human) activation; P55210; recombinant procaspase-7, Ac-DEVD-pNA absorbance 405 nm; D23A/D198A/D206A triple mutant, cannot self-cleave; scale: DMSO 0, 5 µM enzyme 100; activation, % at 8.5 µM; actives 0.093% (n = 330,000); AID 463210;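 active = percent activation above the screen-wide mean plus 3 SD, cut at about 25% in these data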
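System: Procaspase-7 triple mutant (PC-7 D3A); measure: % activation from two-timepoint absorbance difference, scaled to controls; times: 1 h compound preincubation, 2 h substrate cleavage, 25 °C; also added: Ac-DEVD-pNA substrate, 400 µM as added; measured by: Epi-absorbance of released pNA at 405 nm, two timepoints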
ZTA DNA inh: counter-screen for EBNA-1 inhibitors: inhibitors of Epstein-Barr virus ZTA | ZTA-DNA binding, fluorescence polarization | actives 0.15% (n = 320,000) | AID 2234 | inhibition, % at 11 µM; in the data active = inhibition above about 33%
* = called active by the depositor; . = not tested or not shown; [ ] = dose if it differs, or a comment.

SMILES	proCasp3 act	RPL19A TOR yeast	LAP4 TOR yeast	AHR act	EBNA-1 inh	MEP2 TOR yeast	proCasp7 act	ZTA DNA inh
O=C(Cn1cnc2c(oc3ccccc32)c1=O)N1CCN(c2ccccc2)CC1	11	103	95	3	-2	102	2	-12
Cc1cccc(CN(CC(=O)N/N=C/c2cccs2)S(=O)(=O)c2ccc(Cl)cc2)c1	-5	98	95	3	5	98	9	3
CC1(C)OC(=O)C(=CNc2ncccn2)C(=O)O1	0	108	99	-2	-4	112	3	-4
CCCCn1c(=S)[nH]c2cc(S(=O)(=O)N3CCOCC3)ccc21	-12	99	110	1	.	98	3	.
CCN(c1cccc(C)c1)C(C(=O)Nc1ccc(OC)cc1)c1cc2c(cc1[N+](=O)[O-])OCO2 (stereo not given)	-6	103	101	1	3	109	-15	7
CC1(C)CC2CC(C)(CN2S(=O)(=O)c2cccc(C(=O)O)c2)C1 (stereo not given)	1	95	100	2	.	98	-8	-8
OC(c1cccnc1)c1cccs1 (stereo not given)	6	98	88	-1	4	88	-4	-7
COC(=O)C1C2C=CC3(CN(CC4CCCO4)C(=O)C13)O2 (stereo not given)	-9	99	87	4	-5	100	4	-1
NS(=O)(=O)c1ccc(CCNC(=O)CSc2nnc3ccccn23)cc1	-3	103	102	1	-5	103	0	-19
COc1nc(Nc2ccc(OC)c(Cl)c2)nc(OC)n1	4	107	123	3	-5	114	-3	4
CCN(Cc1cnn(C)c1)Cc1nc(C2(c3ccc(C)cc3)CCCC2)no1	4	100	98	3	14	95	4	23
Cc1ccc(CCNC(=O)CCS(=O)(=O)c2ccc(Br)cc2)cc1	6	101	94	-1	1	104	10	-8
CN(C)CCCNS(=O)(=O)c1ccc(Cl)s1	0	99	107	-3	-2	106	1	3
COC(=O)c1ccccc1NC(=O)Cn1cnc2c(cnn2-c2ccccc2)c1=O	-6	103	109	2	-5	104	-10	10
COc1ccc(/C=C/C(=O)Nc2ccc(S(=O)(=O)N3CCOCC3)cc2)c(OC)c1	1	103	108	-4	.	108	10	-12
O=C(Nc1ccccc1Cl)NC1(C(=O)NCc2cccnc2)CCCCC1	-3	111	108	2	-3	101	-15	-16
CCOC(=O)c1ccc(Oc2nc(NC)nc(SC)n2)cc1	2	103	118	8	-12	105	3	-4
Cc1ccc(N2CC(C(=O)N3CCC4(CC3)CC(=O)c3ccccc3O4)CC2=O)cc1C (stereo not given)	9	95	96	-2	4	98	3	10
CCN(Cc1ccccc1)C(=O)CCc1nc(-c2ccc(C)cc2)no1	-3	98	107	3	-2	100	-1	-10
COc1ccc(N(Cc2ccccc2)S(=O)(=O)c2cccc(C(=O)O)c2)cc1	-1	101	104	1	3	106	-6	14
Cc1ccc(NC(=O)Nc2ccc(C(=O)N3CCOCC3)cc2)cc1	8	97	88	0	0	93	8	7
Cc1ccccc1C(=O)Oc1ccc2ccc(O)cc2c1	-6	93	97	13	-15	103	-14	-15
Cc1ccc2cc3cc(C(=O)N4CCCCCC4)oc3nc2c1	0	99	102	-14	0	97	-15	3
O=C(NCC(=O)N(c1cccnc1)C(C(=O)NC1CCCCC1)c1cccnc1)c1ccco1 (stereo not given)	-2	99	98	-1	-6	105	9	-2
O=C(C[n+]1cc(-c2ccc(F)cc2)n2c1CCC2)N1c2ccccc2Sc2ccccc21	3	97	76	10	2	91	-3	10

3 compounds out of the list, ordered by SMILES length, high to low.
SMILES	proCasp3 act	RPL19A TOR yeast	LAP4 TOR yeast	AHR act	EBNA-1 inh	MEP2 TOR yeast	proCasp7 act	ZTA DNA inh
Cc1cccc(CN(CC(=O)N/N=C/c2cccs2)S(=O)(=O)c2ccc(Cl)cc2)c1	-5	98	95	3	5	98	9	3
O=C(Nc1ccccc1Cl)NC1(C(=O)NCc2cccnc2)CCCCC1	-3	111	108	2	-3	101	-15	-16
CC1(C)OC(=O)C(=CNc2ncccn2)C(=O)O1	0	108	99	-2	-4	112	3	-4

The main list resumes with the 3 entries that preceded the break.
SMILES	proCasp3 act	RPL19A TOR yeast	LAP4 TOR yeast	AHR act	EBNA-1 inh	MEP2 TOR yeast	proCasp7 act	ZTA DNA inh
Cc1ccc2cc3cc(C(=O)N4CCCCCC4)oc3nc2c1	0	99	102	-14	0	97	-15	3
O=C(NCC(=O)N(c1cccnc1)C(C(=O)NC1CCCCC1)c1cccnc1)c1ccco1 (stereo not given)	-2	99	98	-1	-6	105	9	-2
O=C(C[n+]1cc(-c2ccc(F)cc2)n2c1CCC2)N1c2ccccc2Sc2ccccc21	3	97	76	10	2	91	-3	10
COc1ccccc1NC(=O)C1CC(C(C)C)OC1=O (stereo not given)	5	103	106	-1	4	103	7	-6
O=C(CCN1C(=O)c2ccccc2S1(=O)=O)NCc1ccccc1	4	103	106	0	8	101	7	9
COC(=O)C1=C(C)NC(=O)/C1=C\c1cccs1	-5	99	97	-4	-9	93	4	-6
COc1cccc(OC)c1C(=O)Nc1ccc(C)cc1C(=O)c1ccccc1	-3	110	98	11	2	101	-1	4
O=C(CN1C(=O)c2ccccc2S1(=O)=O)NC(Nc1ccccc1F)C(Cl)(Cl)Cl (stereo not given)	-3	101	97	-1	-13	103	-11	-30
O=c1c2c3c(sc2nc2sc(CN4CCCCC4)cn12)CCCC3	3	96	74	3	-9	92	7	-18
CCOc1ccc(NC(=O)CN(C)C(=O)CN2C(=O)NC3(CCCC3)C2=O)cc1OCC	2	98	115	4	0	98	-3	13
COc1cc(NC(=O)c2cccs2)c(C(=O)OCC(=O)NC(=O)NC(C)(C)C)cc1OC	-4	100	93	0	-2	102	-3	15
CCN(CC)S(=O)(=O)c1ccc(N2CC(C(=O)N3Cc4ccccc4CC3C(N)=O)CC2=O)cc1 (stereo not given)	-3	105	108	5	.	107	15	.
O=C(CSc1nc(O)c(C2CCCCC2)c(=O)[nH]1)Nc1ccc(Cl)cc1	8	97	99	33	-2	98	-4	-4
Cc1ccc(Nc2nc(N3CCOCC3)nc(N3CCOCC3)n2)cc1Cl	-10	102	108	13	-20	100	-8	-3
Cc1ccc(Cl)cc1N1CCN(C(=O)Cc2csc(Nc3nc(=S)[nH]c4ccccc34)n2)CC1	-18	89	101	8	3	107	-5	-11
c1ccc(Sc2ncnc3c2oc2ccccc23)nc1	-5	94	99	-2	-1	95	2	2
CCn1c(-c2cc(-c3cc(C)ccc3C)nc3ccccc23)n[nH]c1=S	-5	103	102	2	13	101	0	-14
CNC(=O)Nc1nnc(C(C)(C)C)s1	9	86	122	2	-12	146	8	-8
c1ccc(-c2nnc(-c3ccccn3)nn2)nc1	0	97	97	10	3	99	2	-9
Cc1ccc(C)c(S(=O)(=O)c2c(C)cc(C)nc2Cl)c1	3	108	95	0	6	108	-4	7
COc1ccc(C(=O)Nc2ccc(NC(C)=O)cc2)cc1S(=O)(=O)N1CCCCC1C (stereo not given)	-2	92	91	0	.	92	7	-1
Cc1ccc(F)cc1NC(=O)CSc1n[nH]c(N)n1	11	93	96	-1	.	98	2	.
O=C(c1cccc(F)c1)N1CCc2ccccc2C1	2	102	90	12	-3	101	11	-18
Cc1ccc(C)n1-c1cc([N+](=O)[O-])ccc1-n1ccnc1	-1	108	106	4	-5	100	-6	-8
O=C(NCc1ccccc1Cl)C1CCN(c2cnccn2)CC1	5	102	92	3	3	112	10	2
Cc1ccc(N2C(=S)SC3CS(=O)(=O)CC32)cc1 (stereo not given)	-6	96	96	0	6	103	4	10
O=C(NC(=S)Nc1ccccc1N1CCOCC1)c1ccco1	4	110	88	14	9	104	-2	4
COc1ccc(C)cc1NC(=O)CN1CCN(c2ccccc2F)CC1	0	104	102	5	-17	105	7	3

(more compounds)
SMILES	proCasp3 act	RPL19A TOR yeast	LAP4 TOR yeast	AHR act	EBNA-1 inh	MEP2 TOR yeast	proCasp7 act	ZTA DNA inh
O=C1CN(CC(=O)Nc2ccc(Cl)cc2)CCN1	9	99	101	8	8	99	1	7
Cc1nc(NC(=O)CSc2nnc(Cn3nnc4ccccc43)n2C)sc1C	7	108	92	0	9	96	3	8
COc1ccc(CC(=O)NCc2n[nH]c(=S)n2-c2ccccc2OC)cc1	6	113	99	6	-3	108	-4	-6
COc1ccccc1C(=O)Nc1ccnn1C1CCN(C/C=C/c2ccc(F)cc2)CC1	6	109	101	-7	-7	104	9	-5
COc1ccc(NC(=S)NN2CCN(C)CC2)cc1OC	5	101	93	2	-11	99	1	5
Cc1c(-c2ccccc2)[n+](=O)c(-c2ccc(Cl)cc2)c(C)n1[O-]	11	96	101	2	9	97	10	8
O=C(c1c(F)cccc1F)N1CCCC(c2nc(-c3ccc(Cl)cc3)no2)C1 (stereo not given)	1	104	91	15	9	107	7	-12
Cc1cccc(OCC(O)Cn2c(=N)n(CCN3CCOCC3)c3ccccc32)c1 (stereo not given)	-9	93	99	0	-2	102	0	-18
CCOC(=O)C1CCN(C(=O)c2ccc(Cl)c(Cl)c2)CC1	4	89	93	2	-16	91	-5	-2
CCCCc1cc(=O)oc2cc(C)c(CN3CCCC3)c(O)c12	-10	92	98	0	2	105	1	-8
O=C(/C=C/c1ccc(Cl)c(Cl)c1)Nc1cccnc1	2	99	100	-7	8	94	-3	17
CC(C)(CNC(=O)CCNC(=O)c1ccc(Br)cc1)N1CCOCC1	-1	97	107	1	0	97	1	7
O=C(NCCNS(=O)(=O)c1ccc(C(F)(F)F)cc1)N1CCOCC1	13	100	112	-1	-5	98	8	5
COc1cccc(-c2nc(C(N)=O)c3[nH]c(=O)n(-c4cccc(Cl)c4)c3n2)c1OC	12	96	104	89*	-1	105	4	-4
COc1ccc(C(=O)Nc2nc3ccc(S(C)(=O)=O)cc3s2)cc1OC	-2	101	101	4	-3	108	-2	-4
CCN(CC)c1ccc(S(=O)(=O)N2CCOCC2)cc1NC(=O)CN1C(=O)NC2(CCC(C)CC2)C1=O (stereo not given)	-12	101	104	-1	8	99	13	-16
Cc1ccccc1OCC(=O)Nc1ccc2[nH]ncc2c1	5	105	99	8	3	108	1	-5
N#C/C(=C1/CCCCCN1)c1nc2ccccc2s1	3	103	116	87*	11	102	0	2
O=C(CN1C2CCCC1CC(NC(=O)c1ccccc1)C2)Nc1nccs1 (stereo not given)	4	101	106	30	6	99	-3	4
CCc1ccccc1NC(=O)c1sc2nc(C)cc(C)c2c1N	3	106	104	67*	8	109	-2	-5
COC(=O)c1ccc(S(=O)(=O)N2CCOCC2)o1	6	93[may fluoresce green]	105[may fluoresce green]	-1	-1	112[may fluoresce green]	-2	-5
COc1cccc(NC(=O)CNS(=O)(=O)c2ccc3nc(C)sc3c2)c1	-2	94	96	1	6	95	-6	-1
COc1ccccc1N1C(=O)c2ccc(C(=O)Nc3cccc(C(C)=O)c3)cc2C1=O	-2	104	93	-1	6	106	-9	-11
COc1cc(CC(=O)Nc2cccc(SC)c2)cc(OC)c1OC	3	94	106	1	-14	98	1	-8
COc1ccc(C(=O)NNC(=O)C(NC(=O)c2cc(OC)cc(OC)c2)C(C)C)cc1 (stereo not given)	0	100	99	1	.	97	1	2

Next part.
SMILES	proCasp3 act	RPL19A TOR yeast	LAP4 TOR yeast	AHR act	EBNA-1 inh	MEP2 TOR yeast	proCasp7 act	ZTA DNA inh
Cc1ccc(C(=O)N2CCC(C)CC2)cc1C	2	92	108	4	0	101	-1	-5
O=C(CN(CCc1ccccc1)C(=O)CNS(=O)(=O)c1ccc(F)cc1)NCc1ccco1	3	97	101	-2	-4	99	-2	3
CCc1nc(N(CC)CC)c2oc3ccccc3c2n1	-1	103	107	26	3	108	6	5
CN(CC(=O)NC(=O)NCc1ccccc1)Cc1cccc(Cl)c1Cl	15	104	100	0	12	105	-2	2
CCN(CC)CC(=O)Nc1ccc([N+](=O)[O-])cc1	-3	102	108	2	-3	98	6	18
Cc1cc(NC(=O)CSc2nc(=O)n(CCCN(C)C)c3c2CCCC3)no1	3	97	109	-2	5	91	-2	7
